# M18AAP inhibitor = blocks P. falciparum M18 aspartyl aminopeptidase. recombinant PfM18AAP, H-Glu-NHMec fluorogenic cleavage. inhibition, % at 7.35 µM. 1.2% of 290,000 active. AID 1822;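 active means inhibition above the campaign mean inhibition over all tested compounds plus 3 SD, cut at about 28% in these data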;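 further: 0% = plate median of test compound wells and 100% = 2 mM ZnCl2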
# IMP-1 inhibitor = inhibitors of Pseudomonas aeruginosa IMP-1 metallo-beta-lactamase. purified IMP-1, nitrocefin hydrolysis, epi-absorbance fluorescence. inhibition, % at 5.6 µM. 0.45% of 290,000 active. AID 1556;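 active means inhibition above the mean plus 3 SD of all compounds in the same screening run, cut at about 4.5% in these data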;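 further: 0% = IMP-1 with DMSO and 100% = DMSO wells lacking enzyme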
#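 System: Purified recombinant IMP-1 metallo-beta-lactamase enzyme | Measured by: Fluorescence quenching readout, ex 480/em 530 nm | Replication: Singlicate | Incubation: 15 min preincubation plus 25 min reaction at 25 °C | Evaluation: Percent inhibition from optical density relative to buffer-blank wells | Benchmarks: DMSO with and without IMP-1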
# IDE cell activ = IDE (human) activation, cell-based | P14735 | HEK cells, FAbeta-B cleavage, fluorescence polarization; 0% vehicle, 100% cell-free pure enzyme wells | activation, % at 5.96 µM | 0.073% of 340,000 active;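 active means activation above the mean of all tested compounds plus 3 SD, set per screening campaign, cut at about 17% in these data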
# Target sequence (P14735 whole entry, looked up): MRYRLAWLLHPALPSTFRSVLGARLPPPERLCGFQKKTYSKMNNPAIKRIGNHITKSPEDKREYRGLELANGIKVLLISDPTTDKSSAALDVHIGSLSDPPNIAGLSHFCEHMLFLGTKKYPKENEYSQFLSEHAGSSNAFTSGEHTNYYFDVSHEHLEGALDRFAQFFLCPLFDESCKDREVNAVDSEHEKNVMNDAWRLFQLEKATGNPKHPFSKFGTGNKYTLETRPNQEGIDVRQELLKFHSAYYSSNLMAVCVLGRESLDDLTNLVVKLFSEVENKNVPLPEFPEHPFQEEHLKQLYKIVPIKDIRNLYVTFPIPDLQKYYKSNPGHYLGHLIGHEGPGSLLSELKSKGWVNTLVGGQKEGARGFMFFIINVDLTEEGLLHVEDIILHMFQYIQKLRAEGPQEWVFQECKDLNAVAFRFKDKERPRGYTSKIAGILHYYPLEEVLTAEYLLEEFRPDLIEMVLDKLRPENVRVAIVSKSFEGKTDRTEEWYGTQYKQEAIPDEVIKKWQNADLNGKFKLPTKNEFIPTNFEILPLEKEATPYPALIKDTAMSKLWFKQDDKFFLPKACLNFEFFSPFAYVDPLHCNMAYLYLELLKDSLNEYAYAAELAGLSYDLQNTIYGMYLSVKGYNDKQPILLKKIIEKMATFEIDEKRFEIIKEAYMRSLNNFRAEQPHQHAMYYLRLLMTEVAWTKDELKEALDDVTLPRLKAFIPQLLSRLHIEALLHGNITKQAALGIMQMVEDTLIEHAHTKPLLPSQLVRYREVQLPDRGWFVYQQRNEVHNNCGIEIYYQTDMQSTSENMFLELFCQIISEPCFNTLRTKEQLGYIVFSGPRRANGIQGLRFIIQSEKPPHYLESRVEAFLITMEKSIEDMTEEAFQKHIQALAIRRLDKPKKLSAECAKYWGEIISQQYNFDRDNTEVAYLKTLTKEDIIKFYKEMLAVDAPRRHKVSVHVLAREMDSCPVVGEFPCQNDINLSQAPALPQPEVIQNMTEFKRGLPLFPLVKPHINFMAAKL
# VIM-2 inhibitor = blocks Pseudomonas aeruginosa VIM-2 metallo-beta-lactamase; 0.89% of 290,000 active; purified VIM-2, nitrocefin hydrolysis, epi-absorbance fluorescence; inhibition, % at 5.6 µM;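 active means inhibition above the mean of all tested compounds plus 3 SD, cutoff set per screening run, cut at about 7.5% in these data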;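 further: red hydrolysis product quenches plate fluorescence so inhibitors raise well fluorescence; 0% = enzyme with DMSO and 100% = DMSO without enzyme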
# NALP1 inh = blocks the NALP1 inflammasome reconstituted in yeast. S. cerevisiae NALP1/ASC/caspase-1 growth, X-gal OD620, 72 h. inhibition, % at 10 µM. 0.61% of 280,000 active. AID 2071; in the data active means inhibition mostly above about 24%, no sharp cut-off; inactive means mostly below about 32%; further: some compounds called inactive have numbers as strong as hits
# IDE cell inh = inhibitors of human insulin-degrading enzyme in cells; 0.41% of 320,000 active; inhibition, % at 5.59 µM; AID 434962; HEK cells, FAbetaB cleavage, fluorescence polarization;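 active means percent inhibition above the average of all tested compounds plus 3 SD, set per screening campaign, cut at about 16% in these data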;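 further: IDE supplied by intact live HEK cells; FP after avidin binding of uncleaved biotin substrate so inhibition keeps polarization high; 0% = DMSO wells and 100% = 60 µM reference IDE inhibitor Ii1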
# PHOSPHO1 inh = inhibitors of human PHOSPHO1 phosphatase; 1.1% of 290,000 active; recombinant PHOSPHO1, absorbance phosphatase assay; inhibition, % at 13.3 µM; Q8TCT1; in the data active means inhibition above about 60%
# GPR7 antagonist = human neuropeptides B/W receptor 1 antagonism; P48145; GPR7-expressing cells, fluorescence antagonist assay; inhibition, % at 4.4 µM; 1.1% of 290,000 active; AID 1861; in the data active means inhibition above about 16%, passing the limit was not always enough;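 further: cells stimulated with the agonist NPW; 0% = agonist with vehicle and 100% = vehicle without agonist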
# pCIP destab = compounds decreasing mouse p/CIP protein stability; F442A p/CIP-EGFP cells, EGFP fluorescence, 16 h; decrease of EGFP signal, % at 10 µM; 0.01% of 290,000 active;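 active means EGFP signal decrease of at least 30% at 10 µM or well 3 SD below plate mean, unless failing retest; inactive means the rest, including hits failing retest or dose response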; further: some compounds called inactive have numbers as strong as hits; many of its hits are not listed in these tables
# * marks the source's active call; other numbers are inactive results; / = not tested or not shown; & = joins results of further samples. Not a hit list; about 5.3% have a hit in one of these screens.
M18AAP inhibitor	IMP-1 inhibitor	IDE cell activ	VIM-2 inhibitor	NALP1 inh	IDE cell inh	mol	PHOSPHO1 inh	GPR7 antagonist	pCIP destab
2	-3.1	1	-3.6	0	-2	COc1cc(C(=O)N(Cc2ccccc2)c2cccc(C)c2)ccc1OC(F)F	23	-15	0
-10	-0.3	5	-2.5	21	3	Brc1ccc(-c2csc3ncnc(-n4nnc5ccccc54)c23)cc1	14	-2	-6
-4	-4.0	4	-1.5	16	5	Cc1ccccc1S(=O)(=O)Cc1ccc(C(=O)NCCCN2CCC(C)CC2)o1	34	-3	2
-7	-2.6	3	-2.2	22	-4	COc1ccc(-n2nc(C(=O)NCC(=O)NCC3COc4ccccc4O3)c3ccccc3c2=O)c(OC)c1 (centres undefined)	32	-7	-15
4	-3.8	0	-2.0	41	5	COC(=O)c1nn(Cc2ccccc2)c(=O)c2ccccc12	-2	-6	-16
3	-0.9	0	-3.9	9	-3	CC(C)CNC(=O)NC(=O)COC(=O)c1cc(F)cc(F)c1	10	-15	-1
0	-5.0	5	-4.1	-5	3	CCCC(c1nnnn1CCOC)N1CCN(c2nc3ccccc3s2)CC1 (centres undefined)	-4	7	9
0&-8	-5.9&-0.1	3&5&3&4&4	-2.1&1.6	36&17&13	0&7&6&3	COCCCC/C(=N\OCCN)c1ccc(C(F)(F)F)cc1	-6&-48&8	4&16	-7&3&1
2	-3.8	-4	-3.2	-3	6	CC1CN(c2oc(COc3ccc(Cl)cc3Cl)nc2C#N)CC(C)O1 (centres undefined)	14	40*	-6
-2	-2.0	4	-2.6	-29	2	CCOC(=O)C(Cc1ccc(NC(=O)/C(=C\c2ccccc2)NC(=O)c2ccccc2)cc1)N1C(=O)c2ccccc2C1=O (centres undefined)	-12	-10	-4
1	-3.0	6	-3.7	8	5	O=C(CN1CCN(Cc2ccc(Cl)cc2)C1=O)NCCCN1CCN(c2ccc(F)cc2)CC1	-9	3	-5
4	-1.7	4	-2.7	17	0	Nc1ccccc1SCC(=O)Nc1ccc2c(c1)OCO2	33	3	-3
8	-2.9	0	-3.5	-3	-4	Cc1nnc(NCc2ccco2)s1	28	-2	-3
7	-1.4	3	-0.2	-2	-2	COc1cc(-c2nc3ccccc3nc2-c2ccc(O)c(OC)c2)ccc1O	-76	-14	0
3	-4.6	-4	-3.1	9	/	Cc1ccc(C(=O)CSc2ncnc3sc4c(c23)CCC(C)C4)cc1 (centres undefined)	-13	-8	11
-4	-0.7	/	-3.7	/	/	Cc1cc(C)n(-c2nc3c(c(=O)n(Cc4ccc(Cl)c(Cl)c4)c(=O)n3C)n2C)n1	/	-1	/
-3	1.0	-3	1.4	9	1	CCOCCc1nnc(NC(=O)C(C)Oc2ccccc2)s1 (centres undefined)	44	3	-2
-4	-1.7	-6	1.7	37	-2	Cc1ccc(-n2c(=O)[nH]cc(C(=O)Nc3ccc4c(c3)OCCO4)c2=O)cc1C	-14	6	1
4	-0.8	3	-1.1	13	-5	O=C(c1cccnc1)N1CCN(Cc2ccc3ccccc3c2)CC1	36	-12	-11
-20	-8.9	-4	-1.3	5	0	CCOc1cc(CNCCN(C)C)c(Cl)cc1OCC(=O)NCCc1ccccc1	8	-8	-2
3	-0.8	2	-2.5	28	7	Cc1cccc(NC(=O)NNS(=O)(=O)c2ccc(F)cc2)c1	8	-2	-13
-5	-3.4	3	1.2	-2	-3	CC1COC(=O)C(NNc2ccc(Cl)c(Cl)c2)=N1 (centres undefined)	11	19*	2
-7	-2.8	-3	-0.2	9	2	O=C(CN(C(=O)CCC(=O)Nc1nccs1)c1ccccc1F)NCC1CCCO1 (centres undefined)	18	-14	-7
-1	-2.7	0	-3.1	-9	2	O=C(Nc1cc(Cl)ccc1Cl)C1CCCO1 (centres undefined)	14	-10	7
4	-2.7	7	-2.8	3	5	Fc1ccc(N/N=C2/CC(c3ccccc3)Oc3ccccc32)c(F)c1 (centres undefined)	-18	-10	-4
-10	-3.7	-6	-1.6	21	0	CC(Cc1ccccc1)C(=O)Nc1ccc(Br)cc1 (centres undefined)	23	-17	-12
-9	-2.4	0	-1.9	/	/	O=C1c2ccc(-c3nc4ccccc4o3)cc2C(=O)N1Cc1ccccc1	/	-1	/
-3	-4.4	5	-0.7	3	-3	Cc1ccc(OCc2ccc(C(=O)Nc3ccc(S(N)(=O)=O)cc3)o2)cc1	-26	4	-8
-1	-3.9	4	-0.7	18	3	COC(=O)c1oc2ccc(Br)cc2c1-n1cccc1	-28	-24	5
1	-2.2	9	-0.2	-10	-1	CC(C)c1cccc(C(C)C)c1NC(=O)COC(=O)[C@H](C)NC(N)=O	33	3	-5
1	-1.5	3	-1.0	-4	4	CC1CCN(c2ccc(C(=O)NCc3cccs3)cn2)CC1	-9	-4	-7
1	-1.1	-1	-3.1	3	0	O=C(Nc1ccnn1C1CCN(Cc2ccc(Cl)cc2)CC1)C1CCCC1	8	11	4
-7	-2.6	7	-0.1	23	4	Cc1ccc(P(=Nc2ccccc2)(N2CCOCC2)N2CCOCC2)o1	-25	-4	-3
7	-1.9	3	-3.4	45*	7	Cc1ccc(/C=N/NC(=O)CN2CCN(Cc3ccccc3)CC2)o1	24	-14	-12
6	-3.6	1	-5.6	8	3	Cc1ccc(OCc2nnc(SCc3cc(=O)[nH]c4ccccc34)n2-c2ccccc2)cc1	-53	-1	0
-2	-2.1	-11	-2.6	-1	3	Cc1cc2c(n1-c1ccc(Cl)cc1)CC(C)(C)CC2=O	-5	-2	-10
-6	-0.9	2	2.6	10	/	Cc1cc(NC(=O)c2sc3ccccc3c2O)no1	28	-13	-3
-11	-3.4	4	-3.1	2	-1	COC(=O)Cn1c(O)c(N=NC(=O)c2ccc3c(c2)OCO3)c2ccccc21	-17	-7	-2
2	-2.1	-19	-4.2	2	9	O=c1cc(CSc2nnc(-c3cccnc3)n2-c2ccccc2F)nc2sccn12	-29	-11	-2
2	-1.8	2	-1.5	3	0	Cc1oc(-c2ccc(Cl)cc2)cc1C(=O)/C(C#N)=C/Nc1ccccc1	-6	4	-10
-11	-1.6	0	0.5	4	0	O=C(COC(=O)c1ccc(Cl)nc1)NCc1cccs1	39	-7	-7
-3	-2.1	-2	-4.2	17	0	O=C(NCCCN1CCOCC1)C(=O)NCC1CCCO1 (centres undefined)	-3	-1	4
0	-1.6	8	-4.2	4	4	CCOC(=O)Cn1c(=O)oc2cc(S(=O)(=O)Nc3ccc(F)cc3)ccc21	5	25*	-18
-4	-5.1	-6	-2.4	5	8	Cc1cccnc1NC(=O)c1ccc(COc2ccccc2)o1	28	-21	6
4	-3.7	4	-4.5	9	-4	COc1ccc(OC)c2[nH]c(=O)c(CCNC(=O)c3ccc(S(=O)(=O)N4CCCC4)cc3)cc12	9	-7	0
2	-3.8	6	-5.1	44	1	Cc1ccccc1NC(=O)Cc1nnc(SCC(=O)N2CCN(c3ccccc3)CC2)n1C	10	-13	-11
-7	-4.5	0	-0.8	49	2	Cc1ccc2cccc(Oc3ncnc4scc(-c5ccc(Cl)cc5)c34)c2n1	6	-1	-4
1	-4.8	4	-2.8	2	7	O=S(=O)(Nc1cc(Cl)cc(Cl)c1)N1CCOCC1	23	-2	-12
-10	-0.5	3	0.0	16	-4	O=C(CN1C(=O)C2C3C=CC(C3)C2C1=O)Nc1cccc(S(=O)(=O)N2CCCC2)c1 (centres undefined)	-9	-5	8
1	-0.7	0	-1.5	7	0	COC(=O)C1CCN(S(=O)(=O)Cc2ccccc2)CC1	-16	10	-11
-6	-3.8	8	-3.1	-4	1	Cc1ccc2[nH]c(=O)c(CN(Cc3cccs3)C(=S)NCc3ccco3)cc2c1	-1	2	1
6	-0.2	-5	-2.8	0	-9	COc1ccc(NC(=S)N2CCC(C(=O)N3CCCCCC3)CC2)cc1	47	-2	2
0	-1.7	1	-3.5	-10	6	N#Cc1sc2nc(-c3cccs3)cc(-c3ccc(Cl)cc3)c2c1N	27	-12	-5
0	-3.1	14	-2.1	4	-9	COc1ccc(Cc2nc3ccccc3[nH]c2=O)cc1	9	-13	-18
10	-4.4	-1	-4.0	0	-4	CC(=O)Cc1nsc(NC(=O)c2ccc(COc3ccccc3C)o2)n1	28	-4	-13
3	-1.3	0	-3.8	45	0	COC(=O)C1=C(C)NC(C)=C(C(=O)OC)C1c1ccc(OC(=O)c2oc3ccccc3c2C)c(OC)c1	-13	-6	-9
1	-0.8	12	-1.2	27*	7	Cc1cccc(-n2nnc(C(=O)NCc3ccccc3Cl)c2N)c1	7	-5	1
2	-2.8	4	1.4	22	-3	CCN1CCN(C(=O)CS(=O)(=O)Cc2nc(-c3ccccc3C)oc2C)CC1	2	-14	2
0	-1.8	6	-1.2	-9	-6	O=C(COC(=O)/C=C/c1ccc(Cl)cc1Cl)NCc1ccco1	45	-1	-1
-5	-4.0	4	-1.1	11	-4	COc1ccc(NC(=O)CCN2C(=O)C3C4CCC(C4)C3C2=O)cc1 (centres undefined)	-8	-7	-3

# Reprinted from the part before: 3 entries; new compounds follow.
M18AAP inhibitor	IMP-1 inhibitor	IDE cell activ	VIM-2 inhibitor	NALP1 inh	IDE cell inh	mol	PHOSPHO1 inh	GPR7 antagonist	pCIP destab
2	-2.8	4	1.4	22	-3	CCN1CCN(C(=O)CS(=O)(=O)Cc2nc(-c3ccccc3C)oc2C)CC1	2	-14	2
0	-1.8	6	-1.2	-9	-6	O=C(COC(=O)/C=C/c1ccc(Cl)cc1Cl)NCc1ccco1	45	-1	-1
-5	-4.0	4	-1.1	11	-4	COc1ccc(NC(=O)CCN2C(=O)C3C4CCC(C4)C3C2=O)cc1 (centres undefined)	-8	-7	-3
1	-3.8	5	0.3	12	1	Cc1ccccc1NCCC(=O)Nc1ccc(Cl)cc1	-97	-9	-10
4	-3.7	-5	-3.1	-47	2	C=CCNC(=O)c1ccc2c(=O)n(Cc3ccccc3OC)c(=S)[nH]c2c1	30	-12	-1
10	-1.6	0	-1.3	22	-1	CCCOc1ccc(/C=N/Nc2cccc([N+](=O)[O-])c2)c(O)c1	16	-13	-8
1	-3.3	4	-4.0	9	2	CCOC(=O)c1cnn(-c2ccc([N+](=O)[O-])cc2)c1N	43	-19	-3
-6	-0.7	6	1.2	-6	-3	O=c1oc2ccccc2c(Nc2cccc3ccccc23)c1[N+](=O)[O-]	-54	-11	6
-13	-0.4	3	0.5	11	1	CC(=O)N1c2ccc(S(=O)(=O)NCC3CCC(C(=O)NC4CCC(C)CC4)CC3)cc2CC1C (centres undefined)	22	-7	-11
-1	-1.0	-3	-2.9	12	-1	CN(CCc1ccccn1)C(=O)c1cc(COc2ccc(F)cc2F)on1	28	-6	-8
2	-3.7	4	-1.7	2	-1	O=C(Nc1ccccc1-c1ccccc1NC(=O)c1ccco1)c1ccco1	-32	-1	-5
3	-1.0	0	-3.1	-18	-3	CCOC(=O)c1sc(NC(=O)c2cccc(S(=O)(=O)N3CCN(C)CC3)c2)cc1C	1	-11	0
17	-2.4	5	1.4	3	0	O=C(O)c1cc([N+](=O)[O-])c(NCCC2=CCCCC2)c([N+](=O)[O-])c1	24	2	-3
-8	0.4	0	-0.3	13	-2	CCCNC(=O)CCCN1C(=O)c2ccccc2Sc2ncccc21	38	-5	-6

# Screens (PubChem BioAssay)
